Myeloid diff 2: induction of myeloid progenitor differentiation, primary screen, cell-based, flow cytometry, MLPCN library; ER-HoxA9 myeloid progenitors, lysozyme-GFP differentiation; calls only at 10 µM; 360,000 tested, 1% active; AID 624256, 2012;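 active = normalized GFP-positive differentiation at or above the plate's own cutoff, the solvent-only control mean plus 3 SD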;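 also: cells exposed to compound for four days before flow analysis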
Salmonella PhoP GFP: inhibitors of PhoP regulon expression, primary screen, Salmonella Typhimurium, GFP reporter (AID 1863); one-dose inhibition, % at 50 µM; IC50 in µM for titrated hits; 300,000 tested, 0.16% active; S. Typhimurium PhoP-regulated promoter GFP reporter, 4 h; higher % means a stronger effect;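 active = inhibition over 29.93%, a cutoff 3 SD above the screen mean, later confirmed by dose response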;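 also: 0% = low Mg2+ inducing control and 100% = high Mg2+ repressing control; strong numbers were not always called active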
UTI89 phage lysis: inhibition of K1F phage lysis, E. coli UTI89, bacterial capsule biogenesis inhibitors, alamar blue (AID 488966); E. coli UTI89 K1F phage lysis, alamar blue, 2 h; higher % means a stronger effect; inhibition, % at 100 µM, or IC50 in µM where a hit was titrated; 340,000 tested, 0.02% active;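 active = phage lysis inhibition, versus mean bacterial control, above a set limit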;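 also: capsule biogenesis inhibitors block K1F phage lysis so surviving cells raise fluorescence; higher fluorescence means more inhibition of phage lysis; actives were called in the ten point dose series up to 300 µM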
TNAP activation fold: human TNAP enzyme activators, primary screen, biochemical, luminescent, no phosphate acceptor, uHTS (AID 1001). 200,000 tested, 0.03% active. purified TNAP, luminescent activation assay, no phosphate acceptor; higher activation fold means a stronger effect. Alkaline phosphatase, tissue-nonspecific isozyme (Homo sapiens). one-dose activation fold at 20 µM; EC50 in µM for titrated hits; in the data active = activation fold from about 3, or a potency from the dose series; inactive = the rest, 99 in 100 with activation fold below about 1.6; also: many of its hits are not listed in these tables
RSV CPE inhibition: RSV antiviral activity via CPE protection, HEp-2 cells, primary 10 µM value included (AID 2391). HEp-2 cells, RSV-induced CPE inhibition; higher % means a stronger effect. CPE inhibition, % at 10 µM; hits with a dose series show IC50 in µM. 310,000 tested, 0.13% active; in the data active = a potency from the dose series; also: strong numbers were not always called active
NTR1 agonist: agonists of NTR1, primary screen, imaging, U2OS cells, beta-arrestin-GFP, high content (AID 493036); NTR1-U2OS beta-arrestin-GFP spot imaging, agonist mode; 330,000 tested, 0.17% active; activation, % at 20 µM;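 active = activation at or above 40% of the spot to cytoplasm intensity ratio, with at least 20 cells analyzed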;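 also: 0% = DMSO without peptide and 100% = 100 nM NTR1 peptide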
Target sequence (P30989 whole entry, looked up): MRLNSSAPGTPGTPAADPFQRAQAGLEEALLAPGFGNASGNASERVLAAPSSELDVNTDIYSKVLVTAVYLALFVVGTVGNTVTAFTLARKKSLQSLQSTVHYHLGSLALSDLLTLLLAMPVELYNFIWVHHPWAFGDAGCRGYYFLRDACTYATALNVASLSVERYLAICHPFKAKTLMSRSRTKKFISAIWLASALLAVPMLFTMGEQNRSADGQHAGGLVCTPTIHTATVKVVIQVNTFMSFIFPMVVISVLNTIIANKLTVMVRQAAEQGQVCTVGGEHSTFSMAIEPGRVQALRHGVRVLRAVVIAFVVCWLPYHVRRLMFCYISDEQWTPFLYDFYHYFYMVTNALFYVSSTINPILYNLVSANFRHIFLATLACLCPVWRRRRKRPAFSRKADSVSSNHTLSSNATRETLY
T cell HTS: modulators of CD8 T cell-vesicle binding, primary screen, mouse 2C CD8+ T cells, flow cytometry. 2C CD8+ T cell-vesicle binding; active compounds read low. calls only at 7 µM. 330,000 tested, 0.068% active. AID 2052, 2009;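 active = response, share of CD8 T cells binding vesicles, and their 90th percentile fluorescence all below set limits, cut at about 80% in these data, passing the limit was not always enough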
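material = purified 2C TCR transgenic mouse naive CD8+ T cells | controls = Unloaded micro-vesicles (low), QL9 vesicles with 0.7% DMSO (high) | detection = cytometric PE anti-B7-1 and Alexa647 anti-CD8 signals after 1% paraformaldehyde fixation | incubation = binding step 1.5 h, 37 °C, antibody labelling 20 min, ice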
SV40 large T antigen: SV40 large T antigen inhibitors, biochemical (AID 1903); inhibition, % at 20 µM, or IC50 in µM where a hit was titrated; SV40 large T antigen ATPase/helicase inhibition assay; higher % means a stronger effect; 310,000 tested, 0.39% active; in the data active = a potency from the dose series; also: strong numbers were not always called active
Rac1 GTP hydrolysis: MgcRacGAP GTPase-activating activity inhibitors, confirmation, biochemical, ADP Hunter fluorescence. Rac GTPase-activating protein 1 (Homo sapiens). MgcRacGAP-stimulated Rac1 GTP hydrolysis, ADP Hunter fluorescence; higher % means a stronger effect; GST-tagged Rac1 F28L mutant substrate. inhibition, % at 30 µM; hits with a dose series show IC50 in µM. 340,000 tested, 0.6% active. AID 624330, 2012;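 active = first-screen hits whose inhibition reached a set limit at any dose in the follow-up dose series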;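 also: fluorescence reports GDP produced by GAP-driven GTP hydrolysis; strong numbers were not always called active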
T cell HTS vesicle-bound %: recorded beside T cell HTS, whose call it bears; double positive events, %; measured here: CD8+ vesicle-bound cell fraction;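 binding gate set so that unloaded-vesicle control wells show 10% double positive cells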
NTR1 agonist cell count 20 µM: also measured in NTR1 agonist; calls as there; cell count; measured here: cell count, cytotoxicity flag
Myeloid diff 2 GFP+ MAC1+ %: second read-out of Myeloid diff 2, no call of its own (marks repeat the call); GFP+ MAC1+ double positive, %; measured here: differentiation confirmed by MAC1 staining
Active calls of the source: *; [ ] = dose if it differs, or a comment.

For CCOc1cccc(C(=O)Nc2nnc(-c3ccco3)s2)c1 the results were Myeloid diff 2 inactive, Salmonella PhoP GFP 1%, UTI89 phage lysis 0.4%, TNAP activation fold 0.9, RSV CPE inhibition 3.3%, NTR1 agonist 0.0, T cell HTS inactive, SV40 large T antigen 5%, Rac1 GTP hydrolysis -3%, T cell HTS vesicle-bound % 50, NTR1 agonist cell count 20 µM 60 and Myeloid diff 2 GFP+ MAC1+ % 0.9.
For O=C(Nc1ccc(S(=O)(=O)Nc2cnc3ccccc3n2)cc1)c1cccc(OC(F)F)c1 the results were Myeloid diff 2 inactive, Salmonella PhoP GFP 0%, UTI89 phage lysis -0.3%, RSV CPE inhibition 4.1%, NTR1 agonist 2.1, T cell HTS inactive, SV40 large T antigen 14%, Rac1 GTP hydrolysis 5%, T cell HTS vesicle-bound % 20, NTR1 agonist cell count 20 µM 57 and Myeloid diff 2 GFP+ MAC1+ % 0.3.
COc1cccc(C(=O)OCC(=O)c2[nH]c(C)c(C(C)=O)c2C)c1 was read as Myeloid diff 2 inactive, UTI89 phage lysis 0.4%[50 µM], RSV CPE inhibition 2.1%, NTR1 agonist -0.2, T cell HTS inactive, Rac1 GTP hydrolysis 2%, T cell HTS vesicle-bound % 30, NTR1 agonist cell count 20 µM 56 and Myeloid diff 2 GFP+ MAC1+ % 0.6.
For COc1cccc(/C=C2\Oc3cc(OCC(=O)N4CCCCC4)ccc3C2=O)c1OC the results were Myeloid diff 2 inactive, Salmonella PhoP GFP 11%, UTI89 phage lysis -0.1%, RSV CPE inhibition 11%, NTR1 agonist 4.0, T cell HTS inactive, Rac1 GTP hydrolysis 6%, T cell HTS vesicle-bound % 16, NTR1 agonist cell count 20 µM 69 and Myeloid diff 2 GFP+ MAC1+ % 0.3.
Cc1nn(-c2ccccc2)c(NC(=O)c2cccs2)c(-c2ccccc2)c1=O was read as Myeloid diff 2 inactive, Salmonella PhoP GFP -10%, UTI89 phage lysis -0.6%, TNAP activation fold 0.9, RSV CPE inhibition 0.5%, NTR1 agonist -1.2, T cell HTS inactive, SV40 large T antigen 8%, Rac1 GTP hydrolysis 0%, T cell HTS vesicle-bound % 36, NTR1 agonist cell count 20 µM 59 and Myeloid diff 2 GFP+ MAC1+ % 0.3.
Screening COC(=O)Nc1nc(-c2ccccc2)c(C(=O)c2ccccc2)s1 returned Salmonella PhoP GFP 5%, UTI89 phage lysis 0.1%, TNAP activation fold 1.1, RSV CPE inhibition 3.5%, NTR1 agonist 2.8, T cell HTS inactive, SV40 large T antigen 3%, Rac1 GTP hydrolysis 14%, T cell HTS vesicle-bound % 48 and NTR1 agonist cell count 20 µM 44.
For CCOc1ncccc1C(=O)OCC(=O)c1cc(C)n(Cc2ccco2)c1C the results were Myeloid diff 2 inactive, Salmonella PhoP GFP 5%, UTI89 phage lysis 0.2%, TNAP activation fold 1.1, RSV CPE inhibition 1.7%, NTR1 agonist -1.4, T cell HTS inactive, SV40 large T antigen 1%, Rac1 GTP hydrolysis 5%, T cell HTS vesicle-bound % 27, NTR1 agonist cell count 20 µM 82 and Myeloid diff 2 GFP+ MAC1+ % 1.1.
Screening Cc1ccc(S(=O)(=O)NCCCNC(=O)N2CCOCC2)cc1 returned Myeloid diff 2 inactive, Salmonella PhoP GFP 4%, UTI89 phage lysis -0.8%, TNAP activation fold 1.1, RSV CPE inhibition 1.0%, NTR1 agonist 0.0, T cell HTS inactive, SV40 large T antigen 1%, Rac1 GTP hydrolysis 1%, T cell HTS vesicle-bound % 50, NTR1 agonist cell count 20 µM 82 and Myeloid diff 2 GFP+ MAC1+ % 2.0.
`CCn1c(SCc2cccc(C)c2)nnc1-c1ccccc1` gave Myeloid diff 2 inactive, Salmonella PhoP GFP -3%, UTI89 phage lysis 1.7%, TNAP activation fold 1.1, RSV CPE inhibition 1.6%, NTR1 agonist 1.6, T cell HTS inactive, SV40 large T antigen 24%, Rac1 GTP hydrolysis 9%, T cell HTS vesicle-bound % 55, NTR1 agonist cell count 20 µM 75 and Myeloid diff 2 GFP+ MAC1+ % 8.0.
For O=c1ccc2ccc(Oc3ccc([N+](=O)[O-])cc3Cl)cc2o1 the results were Myeloid diff 2 inactive, Salmonella PhoP GFP -3%, UTI89 phage lysis 0.5%, TNAP activation fold 1, RSV CPE inhibition 0.7%, NTR1 agonist 2.8, T cell HTS inactive, SV40 large T antigen 4%, Rac1 GTP hydrolysis 2%, T cell HTS vesicle-bound % 21, NTR1 agonist cell count 20 µM 68 and Myeloid diff 2 GFP+ MAC1+ % 0.3.
`O=C(COCC(=O)NCc1ccccc1)NCc1ccccc1` gave Myeloid diff 2 inactive, Salmonella PhoP GFP 0%, UTI89 phage lysis -0.4%, TNAP activation fold 1, RSV CPE inhibition 2.0%, NTR1 agonist -1.3, T cell HTS inactive, SV40 large T antigen 4%, Rac1 GTP hydrolysis 7%, T cell HTS vesicle-bound % 32, NTR1 agonist cell count 20 µM 25 and Myeloid diff 2 GFP+ MAC1+ % 0.8.
`CN1CCN(S(=O)(=O)c2cccc(C(=O)Nc3cccc(S(N)(=O)=O)c3)c2)CC1` gave Salmonella PhoP GFP 1%, UTI89 phage lysis 0.4%, RSV CPE inhibition -0.5%, NTR1 agonist 1.5, T cell HTS inactive, SV40 large T antigen 0%, Rac1 GTP hydrolysis 5%, T cell HTS vesicle-bound % 40 and NTR1 agonist cell count 20 µM 50.
`CCOc1ncccc1C(=O)Nc1ccc(S(=O)(=O)Nc2nccs2)cc1` gave Myeloid diff 2 inactive, Salmonella PhoP GFP -8%, UTI89 phage lysis 0.1%, RSV CPE inhibition -2.0%, NTR1 agonist 1.5, T cell HTS inactive, SV40 large T antigen 11%, Rac1 GTP hydrolysis 15%, T cell HTS vesicle-bound % 14, NTR1 agonist cell count 20 µM 57 and Myeloid diff 2 GFP+ MAC1+ % 1.4.
For Cc1onc(-c2ccccc2Cl)c1C(=O)NC(=S)Nc1ccc(C(C)(C)C)cc1 the results were Myeloid diff 2 inactive, Salmonella PhoP GFP -2%, UTI89 phage lysis 1.5%, RSV CPE inhibition 2.4%, NTR1 agonist 2.2, T cell HTS inactive, SV40 large T antigen 13%, Rac1 GTP hydrolysis 12%, T cell HTS vesicle-bound % 15, NTR1 agonist cell count 20 µM 44 and Myeloid diff 2 GFP+ MAC1+ % 0.5.
For COc1ccccc1NC(=O)c1ccc2nc(C)c(C)nc2c1 the results were Myeloid diff 2 inactive, Salmonella PhoP GFP -2%, UTI89 phage lysis 1.4%[50 µM], RSV CPE inhibition 2.2%, NTR1 agonist -0.4, T cell HTS inactive, SV40 large T antigen 12%, Rac1 GTP hydrolysis 8%, T cell HTS vesicle-bound % 25, NTR1 agonist cell count 20 µM 62 and Myeloid diff 2 GFP+ MAC1+ % 0.7.
`O=C(CCCN1C(=O)c2cccnc2C1=O)Nc1ccc(F)cc1Cl` gave Myeloid diff 2 inactive, Salmonella PhoP GFP -3%, UTI89 phage lysis 0.1%, RSV CPE inhibition 0.0%, NTR1 agonist 0.7, T cell HTS inactive, SV40 large T antigen 9%, Rac1 GTP hydrolysis 2%, T cell HTS vesicle-bound % 61, NTR1 agonist cell count 20 µM 84 and Myeloid diff 2 GFP+ MAC1+ % 0.4.
`COc1ccc(N2CCN(C(=O)CCC(=O)N3CCOc4ccc(C)cc43)CC2)cc1` gave Myeloid diff 2 inactive, UTI89 phage lysis 4.6%, RSV CPE inhibition 2.4%, NTR1 agonist 1.3, T cell HTS inactive, SV40 large T antigen 18%, Rac1 GTP hydrolysis 20%, T cell HTS vesicle-bound % 26, NTR1 agonist cell count 20 µM 60 and Myeloid diff 2 GFP+ MAC1+ % 4.8.
`CCOc1ccccc1N(CC(=O)Nc1cccnc1)S(C)(=O)=O` gave Myeloid diff 2 inactive, Salmonella PhoP GFP 20%, UTI89 phage lysis 0.1%, TNAP activation fold 1.1, RSV CPE inhibition 1.4%, NTR1 agonist 1.0, T cell HTS inactive, SV40 large T antigen -5%, Rac1 GTP hydrolysis 11%, T cell HTS vesicle-bound % 43, NTR1 agonist cell count 20 µM 93 and Myeloid diff 2 GFP+ MAC1+ % 0.3.
O=C(Cc1ccccc1F)Nc1ccccc1-c1ccccc1 was read as Myeloid diff 2 inactive, Salmonella PhoP GFP 9%, UTI89 phage lysis 0.5%, TNAP activation fold 1.2, RSV CPE inhibition 0.3%, NTR1 agonist 2.1, T cell HTS inactive, SV40 large T antigen 5%, Rac1 GTP hydrolysis 5%, T cell HTS vesicle-bound % 37, NTR1 agonist cell count 20 µM 55 and Myeloid diff 2 GFP+ MAC1+ % 0.6.
CC1CCN(c2c(NCC3CCC(C(=O)NCc4ccccc4Cl)CC3)c(=O)c2=O)CC1 (stereo not given) was read as Myeloid diff 2 inactive, Salmonella PhoP GFP 0%, UTI89 phage lysis -0.9%, TNAP activation fold 1.1, RSV CPE inhibition 0.2%, NTR1 agonist -2.8, T cell HTS inactive, SV40 large T antigen 4%, Rac1 GTP hydrolysis 11%, T cell HTS vesicle-bound % 31, NTR1 agonist cell count 20 µM 38 and Myeloid diff 2 GFP+ MAC1+ % 1.6.
O=C(CNC(=O)c1ccc(Br)cc1)c1ccc(Br)cc1 was read as Myeloid diff 2 inactive, Salmonella PhoP GFP 2%, UTI89 phage lysis 0.5%, RSV CPE inhibition 5.9%, NTR1 agonist 3.0, T cell HTS inactive, SV40 large T antigen 8%, Rac1 GTP hydrolysis 8%, T cell HTS vesicle-bound % 58, NTR1 agonist cell count 20 µM 53 and Myeloid diff 2 GFP+ MAC1+ % 0.6.
Screening CC(=O)Nc1ccc(S(=O)(=O)N2CCc3ccccc3C2CC(=O)O)cc1 (stereo not given) returned Myeloid diff 2 inactive, Salmonella PhoP GFP 1%, UTI89 phage lysis -0.1%, RSV CPE inhibition 0.7%, NTR1 agonist -0.6, T cell HTS inactive, SV40 large T antigen 1%, Rac1 GTP hydrolysis 6%, T cell HTS vesicle-bound % 43, NTR1 agonist cell count 20 µM 45 and Myeloid diff 2 GFP+ MAC1+ % 0.4.
